High-throughput results deposited in PubChem BioAssay by National Center for Advancing Translational Sciences (NCATS).
POLH inh – DNA polymerase eta (human) inhibition; Q9Y253; recombinant Pol eta, fluorescent DNA replication assay; Potency, µM (highest dose often 114 µM), for the others: top-dose activity change, negative = inhibition, actives largely listed as inhibitors; 390,000 tested, 1.2% active; also: potency is read from the fitted curve at half-maximal effect; % is scaled to controls: 0 for no effect and ±100 for the full control effect
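Fluorescent replication assay: 50 nM final substrate added after a 15 min room-temperature compound preincubation with 10 nM enzyme. Signal taken at 0 min and again at 10 min.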
RGS4 inhibitor – blocks human RGS4-accelerated GTP hydrolysis; AID 504845; 390,000 tested, 0.039% active; Potency, µM (doses to about 114 µM), for inactives: top-dose activity change, negative = inhibition, actives largely listed as inhibitors; Transcreener GDP fluorescence polarization, RGS4-accelerated GTP hydrolysis; also: potency is read from the fitted curve at half-maximal effect; % is scaled to controls: 0 for no effect and ±100 for the full control effect; nearly all actives have a fitted effect of over 75% in size; some results filed as inactive show a strong effect at the top dose
Target sequence (P49798 whole entry, looked up): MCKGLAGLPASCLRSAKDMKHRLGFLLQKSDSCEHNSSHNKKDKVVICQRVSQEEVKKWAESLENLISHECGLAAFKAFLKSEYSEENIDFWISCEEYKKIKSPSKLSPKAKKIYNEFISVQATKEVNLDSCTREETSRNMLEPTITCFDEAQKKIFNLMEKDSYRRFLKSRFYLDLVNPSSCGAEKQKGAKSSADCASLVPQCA
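MLSMR compounds (23 nl, pin-transferred) preincubated 10 min at room temperature with a 500nM (2x) first reagent, then RGS4 at 900nM (2x) plus Transcreener GDP mix added; fluorescence polarization (620/688 nm) read before and after 90 min at 30 °C.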
LDHA block – blocks human lactate dehydrogenase A | P00338 | purified LDHA, NADH/diaphorase-resazurin fluorescence; stronger effect = lower value | activity change, % (values are at about 110 or 230 µM) | 480,000 tested, 0.15% active | AID 1347041; in the data active = activity change below about -30%; inconclusive = mostly about -25% to -30%;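 also: plate controls were DMSO wells for no effect and wells without enzyme for full effect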
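LDH5 2 nM; NADH 0.06 mM, pyruvate 0.2 mM; 200 mM Tris pH 7.4, EDTA, Tween-20; 5 min RT. Detection: diaphorase 0.133 mg/mL + resazurin 37 µM, fluorescence ex540/em590 at 0 and 20 min; normalized to enzyme-free and DMSO wells.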
APEX1 inh – blocks human APE1 abasic DNA cleavage | P27695 | recombinant APE1, TAMRA/BHQ-2 abasic DNA cleavage fluorescence | Potency, µM (titrated, usually from 65.8 µM), without a hit: at the top dose activity change, negative = inhibition, actives largely listed as inhibitors | 350,000 tested, 0.35% active | AID 2517;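 also: potency is read from the fitted curve at half-maximal effect; plate controls were vehicle for no effect and reference inhibitor for full effect; nearly all actives have a fitted effect of over 55% in size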
Target sequence (P27695 whole entry, looked up): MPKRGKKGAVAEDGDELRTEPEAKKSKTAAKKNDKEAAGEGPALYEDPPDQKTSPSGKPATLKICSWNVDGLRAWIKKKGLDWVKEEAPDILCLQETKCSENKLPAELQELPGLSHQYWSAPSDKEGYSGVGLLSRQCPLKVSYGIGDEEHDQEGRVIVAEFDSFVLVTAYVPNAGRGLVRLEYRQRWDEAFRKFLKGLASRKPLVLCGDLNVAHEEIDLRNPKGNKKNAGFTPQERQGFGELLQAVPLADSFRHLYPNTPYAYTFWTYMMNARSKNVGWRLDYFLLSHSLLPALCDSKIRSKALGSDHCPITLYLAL
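0.75 nM APE1 + cpd, 15 min RT; start w/ 50 nM TAMRA/BHQ-2 THF-abasic dsDNA; kinetic fluor 525/598 nm ×3 reads @60 s; Δ(read3−read1); normalized to DMSO and NSC13755 control wells.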
POLK inh – DNA polymerase kappa (human) inhibition. 400,000 tested, 0.53% active. Potency, µM (doses to about 107 µM), inactives show top-dose activity, negative = inhibition, hits mostly inhibitors. purified Pol kappa, fluorescent DNA synthesis assay, 10 min; also: potency is read from the fitted curve at half-maximal effect; % is scaled to controls: 0 for no effect and ±100 for the full control effect
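Kinetic fluorescence readout at 0 and 10 min followed reaction start with substrate at 50 nM final. Beforehand, enzyme (10 nM Pol kappa) stood 15 min with compound at room temperature; buffer-only wells were negative controls.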
Anesthetic bind – candidate novel general anesthetic via apoferritin binding; P02791; apoferritin/1-aminoanthracene competitive binding, fluorescence; Potency, µM (top dose mostly 77.5 µM), without a hit: top-dose activity change, negative = displacement, most hits filed as inhibitors; 350,000 tested, 0.074% active; AID 485281; also: potency is read from the fitted curve at half-maximal effect; % is scaled to controls: 0 for no effect and ±100 for the full control effect; nearly all actives have a fitted effect of over 20% in size
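In PBS, apoferritin at 10 uM is loaded with 1-AMA from a 50% saturated solution. After 10 min of compound exposure at ambient temperature, reduced 535 nm fluorescence indicates probe displacement.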
ALOX12 inh – inhibitors of human 12S-lipoxygenase ALOX12; P18054; purified 12hLO, xylenol orange hydroperoxide absorbance; Potency, µM (doses to about 108 µM), inactives show top-dose activity change, negative = inhibition, hits mostly inhibitors; 580,000 tested, 1.1% active; also: potency is read from the fitted curve at half-maximal effect; % is scaled to controls: 0 for no effect and ±100 for the full control effect
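Hydroperoxide product was detected by ferrous iron/xylenol orange as the 573 to 405 nm absorbance ratio. Arachidonic acid at 40 uM (final) was turned over for 30 min at room temperature by 150 nM human 12hLO, pH 7.0 Hepes buffer, after 15 min compound preincubation.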
POLB inh – inhibitors of human DNA polymerase beta; Pol beta primer extension/strand displacement, fluorescence kinetic; Potency, µM (doses to about 114 µM), for inactives: at the top dose activity change, negative = inhibition, most hits filed as inhibitors; 340,000 tested, 1.3% active; also: potency is read from the fitted curve at half-maximal effect; % is scaled to controls: 0 for no effect and ±100 for the full control effect
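Enzyme-only controls used 10 nM Pol beta; buffer lacking enzyme served as negative control. Compound preincubated 15 min, then 50 nM substrate added; 0 and 10 min reads at room temperature.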
ERG-DNA inh – inhibitors of human ERG Ets domain-DNA interaction; 370,000 tested, 0.028% active; P11308; fluorescence polarization, His-ERG Ets domain / labelled DNA; Potency, µM (titrated, usually from 76.9 µM), inactives show at the highest dose FP activity, negative = inhibition, hits mostly inhibitors; active = well fitted inhibition curve with a large enough effect in the polarisation, with a control signal flat; inconclusive = small, poorly fitted or top-dose-only effect, or effect the other way, or a change in a side signal; inactive = no such curve, though single readings can be large or run the other way; the % refers to the polarisation;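 also: polarization taken with two DNA probes labelled with fluorescein and Texas red; potency is read from the fitted curve at half-maximal effect; % of control where 0% means no effect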
Target sequence (P11308 whole entry, looked up, the tested form may be a part): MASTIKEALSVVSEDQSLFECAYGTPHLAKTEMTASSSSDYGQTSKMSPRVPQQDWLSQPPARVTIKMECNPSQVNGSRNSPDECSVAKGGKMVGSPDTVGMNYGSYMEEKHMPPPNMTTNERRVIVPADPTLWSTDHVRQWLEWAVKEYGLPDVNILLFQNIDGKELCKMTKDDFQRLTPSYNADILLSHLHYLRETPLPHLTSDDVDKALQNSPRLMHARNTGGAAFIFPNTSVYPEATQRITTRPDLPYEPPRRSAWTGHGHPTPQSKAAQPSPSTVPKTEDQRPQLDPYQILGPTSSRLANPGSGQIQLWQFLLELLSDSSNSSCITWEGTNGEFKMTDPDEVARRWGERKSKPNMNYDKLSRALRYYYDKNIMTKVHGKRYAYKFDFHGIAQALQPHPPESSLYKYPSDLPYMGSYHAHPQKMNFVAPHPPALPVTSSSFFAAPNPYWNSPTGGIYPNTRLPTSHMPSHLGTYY
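His-tagged ERG Ets domain (1 uM in the protein solution; 300mM KCl, 50mM Tris-HCl, 1mM EDTA, 1mM DTT, pH 7.5) received compound, then a probe mix of 5 nM fluorescein-DNA and 100nM Texas-615-DNA. Fluorescence polarization was read for both dyes.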
Numbers without * were called inactive; & = joins results of further samples; [ ] = remark or other dose. Unless noted, calls follow the shape of the dose curve; as a rule, active = well fitted curve in the direction sought with a large enough effect; inconclusive = small, poorly fitted or top-dose-only effect, or another doubt; inactive = no such curve, though single readings can be large; an effect the other way counts as inactive or inconclusive.

Results for Cc1cccc(OCc2nnc(SCC(=O)Nc3ccc(C)c(Cl)c3)o2)c1 ?
POLH inh: -7%; RGS4 inhibitor: 0%; LDHA block: -3; APEX1 inh: 11%; POLK inh: 9%; Anesthetic bind: -15%; ALOX12 inh: -18%; POLB inh: 27%; ERG-DNA inh: 6%

Results for COc1ccc(-c2ccc(C)cc2)cc1[C@H]1[C@H]2C=CC[C@@H](C)[C@@H]2C(=O)N1Cc1ccccc1 ?
POLH inh: -3%; RGS4 inhibitor: 12%; LDHA block: -6; APEX1 inh: 1%; POLK inh: -7%; Anesthetic bind: -8%; ALOX12 inh: -2%; POLB inh: inconclusive; ERG-DNA inh: 2%

How did O=C(Nc1ccc(Cl)c(C(F)(F)F)c1)NC1CC2CCCC(C1)N2Cc1ccccc1 (centres undefined) do in these assays?
POLH inh: -15%; RGS4 inhibitor: -4%; LDHA block: 1; APEX1 inh: -1%; POLK inh: -5%; Anesthetic bind: -18%; ALOX12 inh: inconclusive; POLB inh: -25%; ERG-DNA inh: 2%

What do the screens show for `CCOC(=O)/C(N=Nc1ccc2c(c1)OCO2)=C(\C)O`?
POLH inh: -23%; RGS4 inhibitor: 4%; LDHA block: -3; APEX1 inh: -5%; POLK inh: 1%; Anesthetic bind: -18%; ALOX12 inh: inconclusive; POLB inh: 6%; ERG-DNA inh: 2%

Results for Cc1cc(C(=O)NNc2c(Cl)cccc2Cl)no1 ?
POLH inh: -13%; RGS4 inhibitor: 20%; LDHA block: -1; APEX1 inh: 2%; POLK inh: 3%; Anesthetic bind: 0%; ALOX12 inh: 0%; POLB inh: -1%; ERG-DNA inh: -10%

How did O=C(COc1ccccc1Cl)N(Cc1ccco1)Cc1ccco1 do in these assays?
POLH inh: -19%; RGS4 inhibitor: 0%; LDHA block: 2; POLK inh: -7%; Anesthetic bind: inconclusive; ALOX12 inh: -20%; POLB inh: 0%; ERG-DNA inh: 2%

Results for CC(C)(C)NC(=O)c1cnn2c(C(F)F)cc(-c3ccccc3)nc12 ?
POLH inh: -20%; RGS4 inhibitor: -11%; LDHA block: -1; POLK inh: -2%[60.1 µM]; Anesthetic bind: 2%; ALOX12 inh: -14%; POLB inh: -25%; ERG-DNA inh: -3%

How did Oc1ccc(Cl)cc1N=Nc1ccccc1 do in these assays?
POLH inh: -16%; RGS4 inhibitor: 18%; LDHA block: -1; APEX1 inh: 7%; POLK inh: -2%; Anesthetic bind: -7%; ALOX12 inh: -5%; POLB inh: 114%; ERG-DNA inh: 13%

What do the screens show for `COc1cc(C2C(C(=O)c3cccs3)=C(O)C(=O)N2c2cc(C)on2)ccc1O` (centres undefined)?
POLH inh: 8%; RGS4 inhibitor: -14%; LDHA block: -6; APEX1 inh: 1%; POLK inh: -4%; Anesthetic bind: -19%; ALOX12 inh: inconclusive; POLB inh: 0%; ERG-DNA inh: -5%

How did CCOC(=O)C1CCCN(C(=O)CSc2nc(C)cc(C)n2)C1 (centres undefined) do in these assays?
POLH inh: 2%; RGS4 inhibitor: 2%; LDHA block: -6; APEX1 inh: 3%; POLK inh: 4%; Anesthetic bind: 10%; ALOX12 inh: -6%; POLB inh: -3%; ERG-DNA inh: 11%

How did Cc1cccc(OCCNC(=O)c2cc(-n3cnnc3)ccc2Cl)c1 do in these assays?
POLH inh: -8%; RGS4 inhibitor: -19%; LDHA block: 9; APEX1 inh: -1%; POLK inh: 3%; Anesthetic bind: -4%; ALOX12 inh: 9%; POLB inh: 0%; ERG-DNA inh: 8%

What do the screens show for `CCOc1ccc(CCNC(=O)CS(=O)(=O)Cc2nc(-c3cccc(Cl)c3)oc2C)cc1`?
POLH inh: -11%; RGS4 inhibitor: 2%; LDHA block: -1&5; POLK inh: -1%; Anesthetic bind: -5%; ALOX12 inh: inconclusive; POLB inh: -2%; ERG-DNA inh: 15%

3 entries drawn at random from the list so far, as already listed:
Results for COc1ccc(-c2ccc(C)cc2)cc1[C@H]1[C@H]2C=CC[C@@H](C)[C@@H]2C(=O)N1Cc1ccccc1 ?
POLH inh: -3%; RGS4 inhibitor: 12%; LDHA block: -6; APEX1 inh: 1%; POLK inh: -7%; Anesthetic bind: -8%; ALOX12 inh: -2%; POLB inh: inconclusive; ERG-DNA inh: 2%

How did Oc1ccc(Cl)cc1N=Nc1ccccc1 do in these assays?
POLH inh: -16%; RGS4 inhibitor: 18%; LDHA block: -1; APEX1 inh: 7%; POLK inh: -2%; Anesthetic bind: -7%; ALOX12 inh: -5%; POLB inh: 114%; ERG-DNA inh: 13%

What do the screens show for `COc1cc(C2C(C(=O)c3cccs3)=C(O)C(=O)N2c2cc(C)on2)ccc1O` (centres undefined)?
POLH inh: 8%; RGS4 inhibitor: -14%; LDHA block: -6; APEX1 inh: 1%; POLK inh: -4%; Anesthetic bind: -19%; ALOX12 inh: inconclusive; POLB inh: 0%; ERG-DNA inh: -5%

The results go on:
Results for Cc1ccccc1-n1c(SC(C)C(N)=O)nnc1-c1cccnc1 (centres undefined) ?
POLH inh: 4%; RGS4 inhibitor: -14%; LDHA block: -5; APEX1 inh: 2%; POLK inh: 0%; Anesthetic bind: -15%; ALOX12 inh: 5%; POLB inh: -1%; ERG-DNA inh: 1%

How did COc1ccc(/C=C/C(=O)OC2CCCCC2CN(C)C)cc1 (centres undefined) do in these assays?
POLH inh: -12%; RGS4 inhibitor: 1%; LDHA block: -5; APEX1 inh: -11%; POLK inh: -11%; Anesthetic bind: -1%; ALOX12 inh: -10%; POLB inh: 28%; ERG-DNA inh: -7%

Results for Cc1nc(N)sc1N=Nc1ccc(F)cc1 ?
POLH inh: -10%; RGS4 inhibitor: 7%; LDHA block: 1; APEX1 inh: 0%; POLK inh: -19%; Anesthetic bind: inconclusive; ALOX12 inh: -6%[57.4 µM]; POLB inh: 4%; ERG-DNA inh: -3%

How did CSc1ccc(S(=O)(=O)Nc2ccc(F)cc2)cc1 do in these assays?
POLH inh: -5%; RGS4 inhibitor: -4%; LDHA block: -7; APEX1 inh: 1%; POLK inh: -12%; Anesthetic bind: 2%; ALOX12 inh: 39%; POLB inh: 4%; ERG-DNA inh: 3%

What do the screens show for `COc1ccc(CC(=O)NCc2ccc(F)cc2)cc1S(=O)(=O)N1CCOCC1`?
POLH inh: -8%; RGS4 inhibitor: -20%; LDHA block: -3; APEX1 inh: -1%; POLK inh: -4%; ALOX12 inh: 3%; ERG-DNA inh: -19%

How did COc1ccc(OCC(O)CNC(=O)c2sccc2Cl)cc1 (centres undefined) do in these assays?
POLH inh: -21%; RGS4 inhibitor: -7%; LDHA block: -3; APEX1 inh: 3%; POLK inh: 0%; Anesthetic bind: -15%; ALOX12 inh: 306%[activator]; POLB inh: -1%; ERG-DNA inh: 14%[15.4 µM]

Results for C=CCCC(=O)N1CCCC(Cc2cccc(Cl)c2)(C(=O)OCC)C1 (centres undefined) ?
POLH inh: -25%; RGS4 inhibitor: 17%; LDHA block: 0; APEX1 inh: 0%; POLK inh: -3%; Anesthetic bind: -16%; ALOX12 inh: inconclusive; POLB inh: 20%; ERG-DNA inh: 4%

Results for O=[N+]([O-])c1ccc(Cl)c(S(=O)(=O)Nc2ccc(S(=O)(=O)N3CCOCC3)cc2)c1 ?
POLH inh: -15%; RGS4 inhibitor: -6%; LDHA block: -3; APEX1 inh: 68%; POLK inh: 0%; Anesthetic bind: 4%; ALOX12 inh: -1%; POLB inh: -1%; ERG-DNA inh: -4%

How did CCCCc1cc(=O)oc2cc(C)cc(OC(C)C(=O)NCc3cccnc3)c12 (centres undefined) do in these assays?
POLH inh: -14%; RGS4 inhibitor: -12%; LDHA block: -2; APEX1 inh: 86%[activator]; POLK inh: -2%; Anesthetic bind: -12%; ALOX12 inh: 16%; POLB inh: -11%; ERG-DNA inh: 13%

Results for CSc1nc2sc3c(c2c(=O)[nH]1)CCC3 ?
POLH inh: -21%; RGS4 inhibitor: -7%; LDHA block: -8; APEX1 inh: -3%; POLK inh: -10%; Anesthetic bind: 7%; ALOX12 inh: -18%; POLB inh: 7%; ERG-DNA inh: -6%

Results for N#Cc1c(-c2ccco2)cc(-c2cccnc2)nc1N ?
POLH inh: inconclusive; RGS4 inhibitor: -32%; LDHA block: 19; APEX1 inh: inconclusive; POLK inh: -37%; Anesthetic bind: 114%[activator]; ALOX12 inh: inconclusive; POLB inh: inconclusive; ERG-DNA inh: 2%

Results for CCOc1ccccc1CNC(=O)Cc1ccc(NC(=O)N2CCCCc3ccccc32)cc1 ?
POLH inh: -20%; RGS4 inhibitor: -33%; LDHA block: 1; POLK inh: 0%; Anesthetic bind: 37%[activator]; ALOX12 inh: inconclusive; POLB inh: 4%; ERG-DNA inh: 0%

What do the screens show for `CS(=O)(=O)N1CCN(C(=O)c2ccc(F)cc2)CC1`?
POLH inh: -8%; RGS4 inhibitor: -8%; LDHA block: -8; APEX1 inh: -7%; POLK inh: -1%; Anesthetic bind: -5%; ALOX12 inh: 2%; POLB inh: 2%; ERG-DNA inh: -21%

Some of the compounds tested (hit frequency here may not be typical).
